# SIRT5 inh: sirtuin-5 (human) deacylase inhibition; Q9NXA8; Purified SirT5, succinyl-peptide AMC, trypsin-coupled fluorescence; inhibition, % at 15 µM; 1.1% of 330,000 active; in the data active = inhibition above about 15%
# Target sequence (Q9NXA8 whole entry, looked up): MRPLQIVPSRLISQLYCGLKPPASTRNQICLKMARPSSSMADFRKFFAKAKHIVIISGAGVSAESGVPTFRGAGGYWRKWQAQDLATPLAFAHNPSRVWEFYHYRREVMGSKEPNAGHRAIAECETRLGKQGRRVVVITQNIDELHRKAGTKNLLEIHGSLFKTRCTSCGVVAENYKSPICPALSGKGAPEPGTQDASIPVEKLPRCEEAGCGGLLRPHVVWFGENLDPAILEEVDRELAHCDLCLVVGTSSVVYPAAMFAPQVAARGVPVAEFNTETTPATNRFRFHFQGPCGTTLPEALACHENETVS
# Casp6 inh: inhibitors of human caspase-6. P55212. purified caspase-6, Z-VEID-R110 cleavage fluorescence. inhibition, % at 12.5 µM. 0.53% of 350,000 active;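 active = mean inhibition across replicates at least about 35%, with every replicate also reaching that limit, limit read from the data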;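 also: 0% = median of neutral control wells and 100% = no fluorescence left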
# Target sequence (P55212 24-179 limits assumed): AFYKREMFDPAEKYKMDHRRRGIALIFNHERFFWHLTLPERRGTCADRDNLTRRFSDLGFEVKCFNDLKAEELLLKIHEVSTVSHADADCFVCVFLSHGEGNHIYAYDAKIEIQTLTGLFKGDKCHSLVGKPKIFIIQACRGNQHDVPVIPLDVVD
# Target sequence (P55212 194-293 limits assumed): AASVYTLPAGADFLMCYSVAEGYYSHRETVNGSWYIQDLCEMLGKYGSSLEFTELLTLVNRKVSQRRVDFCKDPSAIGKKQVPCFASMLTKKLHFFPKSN
# FN deposition inh: fibronectin deposition inhibition; AH1F fibroblasts, Alexa488-fibronectin deposition fluorescence, overnight; inhibition, % at 12.6 µM; 0.086% of 350,000 active; AID 743247;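 active = mean inhibition across replicates of 30% or more, regardless of how many single replicates reach that level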;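 also: positive control wells lacked labelled fibronectin entirely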
#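 Material – AH1F fibroblast monolayer, labelled fibronectin deposition · Reagent – labelled fibronectin 24 nM · Timing – 1 h adhesion, overnight exposure · Measured by – fluorescence at 485 nm excitation, 525 nm emission · Read-out – inhibition of fibronectin deposition signal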
# Statin myotox sup: suppression of simvastatin myotoxicity | C2C12 myotubes + simvastatin, ATP luminescence, 48 h; scaled: DMSO 0, geranylgeraniol control 100 | rescue of ATP level, % at 7.49 µM | 0.78% of 330,000 active;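 active = mean ATP rescue above about 67%, or every replicate alone reaching that limit, limit read from the data, passing the limit was not always enough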;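 also: myotubes were challenged with 10 µM simvastatin during compound exposure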
# LGR2 inh: Drosophila LGR2 receptor signaling inhibition; HEK293 LGR2, CRE-luciferase, bursicon-stimulated, 4 h; inhibition, % at 9.99 µM; 0.35% of 380,000 active; AID 720647;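 active = drop in luminescence signal, shown as inhibition above about 50% in the replicate tests, limit read from the data, passing the limit was not always enough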;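 also: agonist challenge used bursicon conditioned medium at about half maximal strength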
# S100A4 MyoIIA: blocks human S100A4 binding to myosin IIA peptide. S100A4/TAMRA-MyoIIA peptide fluorescence polarization. 0.14% of 360,000 active. inhibition, % at 10.7 µM. AID 652163;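 active = mean inhibition of at least 70% across replicates, with every replicate also reaching that level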
# Target sequence (P26447 whole entry, looked up): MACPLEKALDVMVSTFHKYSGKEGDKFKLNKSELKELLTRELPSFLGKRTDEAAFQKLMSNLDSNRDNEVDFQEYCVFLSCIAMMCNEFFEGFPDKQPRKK
#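 Compound dosing: one dose per compound; test system: human S100A4 monomer with TAMRA-labelled myosin IIA peptide; probe or stimulus: TAMRA-labelled myosin IIA heavy-chain peptide probe, 5 nM; medium: HEPES buffer with Ca2+, pH 7.2; schedule: 5 min incubation before reading; benchmarks: neutral control DMSO, positive control TFP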
# esBAF inh: SWI/SNF esBAF complex inhibition | mouse ES cells, Bmi1-luciferase knock-in reporter, 24 h; 100% = twice the neutral-well signal | reporter increase, % at 12.5 µM | 2% of 350,000 active | AID 602393; in the data active = activation above about 40%;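 also: 0% = median of the plate's neutral control wells and 100% = double that signal; a rise in the Bmi1 reporter signal indicates esBAF inhibition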
# An asterisk follows results filed as active; · = no result given.
(1) COC(=O)Cc1c(O)ccn(CCc2ccc(OC)c(OC)c2)c1=O
(2) C(=NC12CN3CN(CN(C3)C1)C2)c1ccc2c(c1)OCO2
(3) CCNC(=O)C[C@H]1CC[C@@H]2[C@H](COC[C@H](O)CN2C(=O)C2CCCC2)O1
(4) CN(Cc1ccc(C(F)(F)F)cc1)C(=O)C1CCC(=O)N(C2CC2)C1 (configuration not stated)
(5) CN(C)C(=O)c1cccc(-c2ccc([C@@H]3[C@@H](CO)N4C(=O)CN(C(=O)Cc5ccccc5)C[C@@H]34)cc2)c1
(6) C[C@@H]1CCCCO[C@H](CN(C)Cc2ccc(C(=O)Nc3ccccc3N)cc2)[C@@H](C)CN([C@@H](C)CO)C(=O)c2cc(NS(=O)(=O)c3ccc(Cl)cc3)ccc2O1
(7) C[C@H]1CN([C@@H](C)CO)S(=O)(=O)c2ccc(-c3cccc(C#N)c3)cc2O[C@@H]1CN(C)C
(8) O=C1C=C(c2ccc(F)c(Cl)c2)C[C@@H](c2ccc(F)cc2)C1

Compound	1	2	3	4	5	6	7	8
SIRT5 inh	-1	·	0	-2	-4	2	-2	0
Casp6 inh	0	·	-34	-4	-1	0	2	-3
FN deposition inh	-9	9	-1	-3	·	-5	7	16
Statin myotox sup	5	0	1	2	·	·	-1	-1
LGR2 inh	-17	·	-19	2	-6	6	7	-23
S100A4 MyoIIA	-2	·	6	3	-1	8	29	-2
esBAF inh	4	-1	-1	-8	·	-14	-1	6

(9) CC(C)(C)C(c1nc2ccccc2[nH]1)n1c(-c2ccsc2)nc2ccccc21 (configuration not stated)
(10) O=C(NC1CCCCC1)c1nc2c(nnn2Cc2ccccc2Cl)c(=O)[nH]1
(11) C[C@H]1CCCCO[C@@H](CN(C)Cc2ccncc2)[C@@H](C)CN([C@@H](C)CO)C(=O)c2cc(NS(=O)(=O)c3ccccc3)ccc2O1
(12) CO[C@@H]1CN(C)C(=O)c2ccc(NS(=O)(=O)c3cccc(F)c3)cc2OC[C@@H](C)N(C(=O)Cc2cccnc2)C[C@H]1C
(13) COc1ccc(-n2c(N)c(C(=O)NCc3ccco3)c3nc4ccccc4nc32)c(OC)c1
(14) COc1ccc(-c2cnc3c(NC(C)=O)cc(-c4cccc(C(=O)N(C)C)c4)cn23)cc1OC
(15) CCc1ccc(NC(=O)CN2C(=O)CSC2=O)cc1
(16) Cc1nc(C(=O)N2CCC(C)(C(=O)NS(=O)(=O)C3CC3)C2)c(C)o1 (configuration not stated)

Compound	9	10	11	12	13	14	15	16
SIRT5 inh	·	·	5	·	0	·	·	-2
Casp6 inh	-2	·	-1	-1	0	3	·	-2
FN deposition inh	5	-10	-3	-4	·	5	·	-12
Statin myotox sup	·	-4	·	-7	-2	-37	-2	-4
LGR2 inh	·	-3	-31	0	9	-8	-27	19
S100A4 MyoIIA	3	·	1	0	-7	-11	·	-15
esBAF inh	·	-2	3	0	0	0	26	-2

(17) COc1cc(NC(=O)Cc2ccccc2)ccc1NC(=O)Cc1ccccc1
(18) C[C@@H]1CN([C@@H](C)CO)C(=O)Cc2cc(NC(=O)Cn3cnnn3)ccc2O[C@@H]1CN(C)Cc1ccc(Oc2ccccc2)cc1
(19) N#Cc1c(C(F)(F)F)cc(-c2ccc(Cl)cc2)[nH]c1=O
(20) Cc1ccc(S(=O)(=O)Nc2ccc3c(c2)CC(=O)N([C@@H](C)CO)C[C@@H](C)[C@@H](CN(C)S(=O)(=O)c2ccc(C)cc2)O3)cc1
(21) CC1CCN(C(=O)c2ccc(CNS(=O)(=O)c3ccc(C(C)(C)C)cc3)cc2)CC1
(22) COc1ccc2c3c(n(C)c2c1)[C@@H](CO)N(CC1CCCCC1)CC31CCN(C(C)=O)CC1
(23) CC1CN(C(=O)COC(=O)[C@@H]2CC(O)CN2S(=O)(=O)c2ccc3c(c2)OCCO3)CC(C)O1 (some centres not stated)
(24) O=C(Nc1ccccc1)[C@@H]1[C@@H](CO)[C@@H]2Cn3c(cccc3=O)[C@@H]2N1CC1CC1

Compound	17	18	19	20	21	22	23	24
SIRT5 inh	-1	4	·	7	4	5	0	16*
Casp6 inh	1	-1	·	-1	2	0	2	-6
FN deposition inh	5	-2	-5	·	-6	·	8	·
Statin myotox sup	-14	38	-12	19	14	·	·	-12
LGR2 inh	24	5	·	23	-5	-8	-9	-7
S100A4 MyoIIA	-6	4	·	-59	-1	-60	-3	-2
esBAF inh	3	0	0	-10	4	·	·	-4

(25) C[C@@H](O)C#Cc1ccc2c(c1)O[C@@H](CN(C)Cc1ccc(-c3ccccc3)cc1)[C@@H](C)CN([C@@H](C)CO)S2(=O)=O
(26) COc1ccc(OC)c(C2=NOC(C(=O)NCC3CCCO3)C2)c1 (configuration not stated)
(27) O=C(CN1C(=O)/C(=C\c2cccc(Cl)c2)Sc2ccccc21)NCCCN1CCOCC1
(28) CC[C@]12c3[nH]c4ccccc4c3CCN1C(=O)C(CC(=O)NCc1cccc(C(F)(F)F)c1)C[C@@H]2C(=O)N1CCN(C(=O)C2CC2)CC1 (some centres not stated)
(29) CCC(C)c1ccc(O)c(NC(=S)NC(=O)c2cccnc2)c1 (configuration not stated)
(30) C[C@@H]1CN([C@@H](C)CO)C(=O)CCCn2nncc2CO[C@H]1CN(C)Cc1ccc(C(=O)O)cc1
(31) COCCNC(=O)C[C@H]1C[C@@H]2c3cc(NC(=O)CN(C)C)ccc3O[C@@H]2[C@H](CO)O1
(32) COC(=O)c1ccc(COC(=O)CCNS(=O)(=O)c2ccc(C)c(C)c2)cc1

Compound	25	26	27	28	29	30	31	32
SIRT5 inh	-1	-2	1	·	·	-10	-2	-7
Casp6 inh	2	2	-6	0	-2	1	0	3
FN deposition inh	·	·	1	2	·	-3	·	1
Statin myotox sup	-40	8	16	3	·	·	2	0
LGR2 inh	20	0	-16	-8	-50	-8	22	10
S100A4 MyoIIA	-1	1	2	-5	-2	-4	-2	1
esBAF inh	-4	-2	-2	4	·	·	4	8

# A portion taken from the entries so far:
(20) Cc1ccc(S(=O)(=O)Nc2ccc3c(c2)CC(=O)N([C@@H](C)CO)C[C@@H](C)[C@@H](CN(C)S(=O)(=O)c2ccc(C)cc2)O3)cc1
(21) CC1CCN(C(=O)c2ccc(CNS(=O)(=O)c3ccc(C(C)(C)C)cc3)cc2)CC1
(22) COc1ccc2c3c(n(C)c2c1)[C@@H](CO)N(CC1CCCCC1)CC31CCN(C(C)=O)CC1
(23) CC1CN(C(=O)COC(=O)[C@@H]2CC(O)CN2S(=O)(=O)c2ccc3c(c2)OCCO3)CC(C)O1 (some centres not stated)
(24) O=C(Nc1ccccc1)[C@@H]1[C@@H](CO)[C@@H]2Cn3c(cccc3=O)[C@@H]2N1CC1CC1
(25) C[C@@H](O)C#Cc1ccc2c(c1)O[C@@H](CN(C)Cc1ccc(-c3ccccc3)cc1)[C@@H](C)CN([C@@H](C)CO)S2(=O)=O
(26) COc1ccc(OC)c(C2=NOC(C(=O)NCC3CCCO3)C2)c1 (configuration not stated)
(27) O=C(CN1C(=O)/C(=C\c2cccc(Cl)c2)Sc2ccccc21)NCCCN1CCOCC1
(28) CC[C@]12c3[nH]c4ccccc4c3CCN1C(=O)C(CC(=O)NCc1cccc(C(F)(F)F)c1)C[C@@H]2C(=O)N1CCN(C(=O)C2CC2)CC1 (some centres not stated)
(29) CCC(C)c1ccc(O)c(NC(=S)NC(=O)c2cccnc2)c1 (configuration not stated)

Compound	20	21	22	23	24	25	26	27	28	29
SIRT5 inh	7	4	5	0	16*	-1	-2	1	·	·
Casp6 inh	-1	2	0	2	-6	2	2	-6	0	-2
FN deposition inh	·	-6	·	8	·	·	·	1	2	·
Statin myotox sup	19	14	·	·	-12	-40	8	16	3	·
LGR2 inh	23	-5	-8	-9	-7	20	0	-16	-8	-50
S100A4 MyoIIA	-59	-1	-60	-3	-2	-1	1	2	-5	-2
esBAF inh	-10	4	·	·	-4	-4	-2	-2	4	·

(30) C[C@@H]1CN([C@@H](C)CO)C(=O)CCCn2nncc2CO[C@H]1CN(C)Cc1ccc(C(=O)O)cc1
(31) COCCNC(=O)C[C@H]1C[C@@H]2c3cc(NC(=O)CN(C)C)ccc3O[C@@H]2[C@H](CO)O1
(32) COC(=O)c1ccc(COC(=O)CCNS(=O)(=O)c2ccc(C)c(C)c2)cc1

Compound	30	31	32
SIRT5 inh	-10	-2	-7
Casp6 inh	1	0	3
FN deposition inh	-3	·	1
Statin myotox sup	·	2	0
LGR2 inh	-8	22	10
S100A4 MyoIIA	-4	-2	1
esBAF inh	·	4	8

# More records
(33) CN1CCN(S(=O)(=O)c2ccc(NS(=O)(=O)c3ccccc3)cc2)CC1
(34) C[C@@H]1CN([C@@H](C)CO)C(=O)c2cccc(NS(=O)(=O)c3ccccc3)c2O[C@@H]1CN(C)Cc1ccc(C(F)(F)F)cc1
(35) CCN(CC)CCCNC(=O)c1cc2nc3c(c(C(F)(F)F)n2n1)CCc1ccccc1-3
(36) C[C@@H]1CCCCO[C@H](CN(C)C)[C@@H](C)CN([C@H](C)CO)C(=O)c2cc(NC(=O)c3ccncc3)ccc2O1
(37) COc1ccc(-c2nc(N)n(C(=O)c3ccccc3)n2)cc1
(38) COc1cccc(NC(=O)N2CC(=O)N3[C@H](CO)[C@H](c4ccc(C#CCC5CCCC5)cc4)[C@@H]3C2)c1
(39) O=C(C1CCCC1)N1[C@@H]2CN(S(=O)(=O)c3ccccc3)c3ccccc3[C@@H]2[C@@H]1CO
(40) CCOC(=O)N1CCN(CC(=O)N2c3ccccc3CCc3ccccc32)CC1

Compound	33	34	35	36	37	38	39	40
SIRT5 inh	-4	-1	-5	4	-1	24*	-2	·
Casp6 inh	1	2	1	-2	4	-1	1	0
FN deposition inh	5	·	12	·	-1	-10	16	1
Statin myotox sup	·	-39	-15	-6	-3	·	7	19
LGR2 inh	-33	-5	0	14	3	19	-18	-1
S100A4 MyoIIA	-6	5	-2	-2	3	-5	59	2
esBAF inh	·	2	12	-5	4	·	-5	-3

(41) Cc1ccc(S(=O)(=O)NCCNc2ccc([N+](=O)[O-])cc2)cc1
(42) O=C(C[C@H]1C=C[C@@H](NC(=O)c2ccc(F)cc2)[C@H](CO)O1)NCCc1ccncc1
(43) C[C@@H]1CN([C@@H](C)CO)C(=O)c2cc(-c3ccncc3)cnc2O[C@@H]1CN(C)C(=O)NC1CCCC1
(44) Cc1ccc(C)c(N2CCN(C(=O)CCNC(=O)Cn3ccc4ccccc4c3=O)CC2)c1
(45) O=C1CC(N2CCC(c3nc4ccccc4o3)CC2)C(=O)N1c1ccc(Cl)c(C(F)(F)F)c1 (configuration not stated)
(46) O=S(=O)(c1ccc(Cl)c(NC(=S)N/N=C/c2c(F)cccc2F)c1)N1CCOCC1
(47) C[C@H](CO)N1C[C@H](C)[C@H](CN(C)Cc2cccc(F)c2)Oc2ncc(C#CC(C)(C)O)cc2C1=O
(48) Cc1ccsc1CNCC(O)c1ccccc1 (configuration not stated)

Compound	41	42	43	44	45	46	47	48
SIRT5 inh	1	0	-4	·	·	-3	·	0
Casp6 inh	0	0	-2	·	·	0	·	1
FN deposition inh	·	-7	-1	-11	-5	0	-13	3
Statin myotox sup	-2	-5	-4	-8	-4	·	-5	1
LGR2 inh	16	2	3	·	·	-5	-25	1
S100A4 MyoIIA	-11	4	-15	·	·	-20	·	-2
esBAF inh	-7	-2	0	-6	-2	·	-6	1

(49) CC(C)(C)C(=O)NC(=S)NCCc1ccccc1
(50) CN(CC(=O)NCCc1ccc(S(N)(=O)=O)cc1)CC(=O)Nc1ccccc1Cl
(51) CN(c1cccc(Cl)c1)S(=O)(=O)c1cccc(C(=O)NN2CCOCC2)c1
(52) Nc1ccn([C@@H]2O[C@H](C(=O)N[C@H](Cc3ccccc3)C(=O)N3CCC(F)(F)CC3)[C@@H](O)[C@H]2O)c(=O)n1
(53) Cc1[nH]n(-c2ccccc2)c(=O)c1N=Nc1ccc(C#N)cc1

Compound	49	50	51	52	53
SIRT5 inh	·	-9	0	2	-7
Casp6 inh	·	2	-5	-2	2
FN deposition inh	0	4	·	-8	4
Statin myotox sup	-5	3	1	·	2
LGR2 inh	·	3	-9	-13	0
S100A4 MyoIIA	·	-5	-3	-18	-3
esBAF inh	43*	4	-1	·	1

# An excerpt; the hit share may differ from the screen's.
